Assay outcomes: PubChem, National Center for Advancing Translational Sciences (NCATS)
POLK inh – blocks human DNA polymerase kappa activity; Q9UBT6; purified Pol kappa, fluorescent DNA synthesis assay, 10 min; Potency, µM (highest dose often 107 µM), without a hit: at the highest dose activity, negative = inhibition, usual class: inhibitors; 400,000 compounds, 0.53% hits; AID 588579; further: potency means the concentration at half of the fitted maximal effect; on the % scale 0 is the no-effect control and ±100 the full control effect
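Kinetic fluorescence screen: compound preincubated 15 min RT with 10 nM enzyme; 50 nM substrate (final) initiates; reads at 0/10 min.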
LDHA inh – blocks human lactate dehydrogenase A. activity change, % (values are at about 110 or 230 µM). purified LDHA, NADH/diaphorase-resazurin fluorescence; active compounds read low. P00338. AID 1347041. 480,000 compounds, 0.15% hits; in the data active means activity change below about -30%; inconclusive means mostly about -25% to -30%;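 further: plate controls were DMSO wells for no effect and wells without enzyme for full effect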
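Human LDH5 (2 nM) was incubated with 0.06 mM NADH and 0.2 mM pyruvate for 5 min at room temperature in Tris pH 7.4. Remaining NADH was coupled through diaphorase/resazurin, and resorufin fluorescence was read at 0 and 20 min.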
RGS4 inh – inhibitors of human regulator of G protein signaling 4. Transcreener GDP fluorescence polarization, RGS4-accelerated GTP hydrolysis. 390,000 compounds, 0.039% hits. Potency, µM (doses to about 114 µM), without a hit: top-dose activity change, negative = inhibition, usual class: inhibitors. P49798; further: potency means the concentration at half of the fitted maximal effect; on the % scale 0 is the no-effect control and ±100 the full control effect; nearly all actives have a fitted effect of over 75% in size; some results filed as inactive show a strong effect at the top dose
Target sequence (P49798 whole entry, looked up): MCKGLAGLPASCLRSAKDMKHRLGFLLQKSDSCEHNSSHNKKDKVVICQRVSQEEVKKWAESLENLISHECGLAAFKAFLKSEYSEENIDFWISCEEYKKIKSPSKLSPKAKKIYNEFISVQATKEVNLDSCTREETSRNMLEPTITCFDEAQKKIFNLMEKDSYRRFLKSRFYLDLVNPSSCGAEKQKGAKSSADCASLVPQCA
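MLSMR compounds (23 nl, pin-transferred) preincubated 10 min at room temperature with a 500nM (2x) first reagent, then RGS4 at 900nM (2x) plus Transcreener GDP mix added; fluorescence polarization (620/688 nm) read before and after 90 min at 30 °C.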
POLB inh – blocks human DNA polymerase beta activity. Potency, µM (highest dose often 114 µM), inactives show at the top dose activity change, negative = inhibition, actives largely listed as inhibitors. P06746. Pol beta primer extension/strand displacement, fluorescence kinetic. 340,000 compounds, 1.3% hits. AID 485314; further: potency means the concentration at half of the fitted maximal effect; on the % scale 0 is the no-effect control and ±100 the full control effect
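Curves were derived by four-parameter Hill fits of normalized qHTS data. The kinetic fluorescent primer-extension read was taken at 0 and 10 min after 50 nM substrate, following a 15 min room-temperature preincubation of 10 nM enzyme with compounds.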
ALOX12 inh – inhibitors of human 12S-lipoxygenase ALOX12. P18054. purified 12hLO, xylenol orange hydroperoxide absorbance. Potency, µM (top dose mostly 108 µM), for the others: top-dose activity change, negative = inhibition, hits mostly inhibitors. 580,000 compounds, 1.1% hits. AID 1671190; further: potency means the concentration at half of the fitted maximal effect; on the % scale 0 is the no-effect control and ±100 the full control effect
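Purified human 12hLO (150 nM final) in 25 mM Hepes, 0.01% Triton X-100, pH 7.0 was preincubated 15 min at room temperature with compound. Then 40 uM arachidonic acid was added, 30 min. Hydroperoxide was read by Fe-XO absorbance ratio 573/405 nm.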
POLH inh – inhibitors of human DNA polymerase eta; Q9Y253; recombinant Pol eta, fluorescent DNA replication assay; Potency, µM (doses to about 114 µM), for the others: top-dose activity change, negative = inhibition, most hits filed as inhibitors; 390,000 compounds, 1.2% hits; AID 588591; further: potency means the concentration at half of the fitted maximal effect; on the % scale 0 is the no-effect control and ±100 the full control effect
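Pol eta (10 nM) was preincubated with compounds for 15 min at room temperature, after which fluorescent replication substrate (50 nM final) was added to start the reaction. Fluorescence was read kinetically at 0 and 10 min.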
ERG Ets-DNA blk – ERG Ets/DNA interaction inhibition; 370,000 compounds, 0.028% hits; fluorescence polarization, His-ERG Ets domain / labelled DNA; Potency, µM (top dose mostly 76.9 µM), for the others: at the highest dose FP activity, negative = inhibition, most hits filed as inhibitors; P11308; active means well fitted inhibition curve with a large enough effect in the polarisation, with a control signal flat; inconclusive means small, poorly fitted or top-dose-only effect, or effect the other way, or a change in a side signal; inactive means no such curve, though single readings can be large or run the other way; the % refers to the polarisation;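 further: polarization taken with two DNA probes labelled with fluorescein and Texas red; potency means the concentration at half of the fitted maximal effect; % of control where 0% means no effect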
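His-tagged ERG Ets domain (1 uM in the protein solution; 300mM KCl, 50mM Tris-HCl, 1mM EDTA, 1mM DTT, pH 7.5) received compound, then a probe mix of 5 nM fluorescein-DNA and 100nM Texas-615-DNA. Fluorescence polarization was read for both dyes.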
Apoferritin bind – binds horse apoferritin like a general anesthetic | P02791 | apoferritin/1-aminoanthracene competitive binding, fluorescence | Potency, µM (series often up to 77.5 µM), without a hit: top-dose activity change, negative = displacement, actives largely listed as inhibitors | 350,000 compounds, 0.074% hits | AID 485281; further: potency means the concentration at half of the fitted maximal effect; on the % scale 0 is the no-effect control and ±100 the full control effect; nearly all actives have a fitted effect of over 20% in size
Target sequence (P02791 2-175 limits assumed): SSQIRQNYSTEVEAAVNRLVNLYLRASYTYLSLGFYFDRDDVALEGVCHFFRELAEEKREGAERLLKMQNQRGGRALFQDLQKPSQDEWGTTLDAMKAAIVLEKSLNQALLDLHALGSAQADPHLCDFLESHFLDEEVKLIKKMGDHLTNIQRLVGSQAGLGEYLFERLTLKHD
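Steps: apoferritin (10 uM) was premixed with half-saturated 1-AMA in PBS, compounds were pin-transferred, plates stood 10 min at room temperature, fluorescence was read at 380/535 nm, and curves were fitted with a Hill equation.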
APEX1 inh – APE1 (human) endonuclease inhibition; Potency, µM (top dose mostly 65.8 µM), without a hit: at the top dose activity change, negative = inhibition, usual class: inhibitors; P27695; 350,000 compounds, 0.35% hits; recombinant APE1, TAMRA/BHQ-2 abasic DNA cleavage fluorescence; AID 2517;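 further: potency means the concentration at half of the fitted maximal effect; plate controls were vehicle for no effect and reference inhibitor for full effect; nearly all actives have a fitted effect of over 55% in size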
Target sequence (P27695 whole entry, looked up): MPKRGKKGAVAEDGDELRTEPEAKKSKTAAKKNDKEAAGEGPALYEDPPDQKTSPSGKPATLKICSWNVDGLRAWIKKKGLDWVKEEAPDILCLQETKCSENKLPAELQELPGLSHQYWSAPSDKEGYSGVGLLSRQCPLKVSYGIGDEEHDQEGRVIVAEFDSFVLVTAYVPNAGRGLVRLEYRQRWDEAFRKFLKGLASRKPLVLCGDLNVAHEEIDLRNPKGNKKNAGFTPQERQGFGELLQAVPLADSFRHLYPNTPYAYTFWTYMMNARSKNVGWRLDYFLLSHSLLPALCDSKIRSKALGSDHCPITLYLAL
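Substrate: short duplex with […] THF abasic site, 5'-TAMRA and 3'-BHQ-2, 50 nM final. APE1 at 0.75 nM, preincubated 15 min RT with compound. Fluorescence increase from first to third read measured activity.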
Starred values were filed as active, the others as inactive; ? = inconclusive; . = not tested or not shown; & = joins results of further samples; [ ] = dose if it differs, or a comment. Unless noted, the call rests on the fitted dose curve; in most records, active means well fitted curve in the direction sought with a large enough effect; inconclusive means small, poorly fitted or top-dose-only effect, or another doubt; inactive means no such curve, though single readings can be large; an effect the other way counts as inactive or inconclusive.

SMILES	POLK inh	LDHA inh	RGS4 inh	POLB inh	ALOX12 inh	POLH inh	ERG Ets-DNA blk	Apoferritin bind	APEX1 inh
Cc1cccc(OC(C)C(=O)N2CCC(c3nc4ccccc4o3)CC2)c1C (centres undefined)	-24.2%	8.6&-5.2	-5.1%	-4.9%	103.6%&-18.4%[activator]	-19.0%	-2.9%	-16.5%	.
CC(C)OCCCNC1=C(Cl)C(=O)c2ccccc2C1=O	-15.0%	-1.7	6.6%	5.0%	19.8%	-16.3%	-2.2%	-1.4%	-9.1%
COc1cccc(C2=NOC(C(=O)N3CCN(c4ccccc4)CC3)C2)c1OC (centres undefined)	-6.8%	-2.1	-12.7%	3.6%	?	-14.2%	-0.8%	-4.1%	-4.5%
O=C(Nc1cccc([N+](=O)[O-])c1)c1cc2ccccc2cc1O	-27.5%	-0.4	-3.6%[11.4 µM]	17.8µM*	?	?	5.4%	5.6%	28.2µM*
OCC1(Cc2ccc(Cl)cc2)CCN(CC2CC=CCC2)CC1 (centres undefined)	-6.0%	-1.3	-36.7%	1.4%	28.1%	-19.2%	-9.0%	-13.9%	-3.3%
Cc1cc(Cl)ccc1N1C(=O)CC(NNC(=O)c2cccnc2)C1=O (centres undefined)	-16.9%	-2.7	-0.2%	2.0%	?	-1.3%	-8.6%	5.6%	3.4%
O=C(N/N=C/c1cccc([N+](=O)[O-])c1)c1ccncc1	-0.7%	-0.6	1.1%	2.1%	11.0%	-21.8%	-11.3%	-0.9%	3.9%
Cc1ccc(C)c(N2CCN(CCCNC(=O)Nc3cc(Cl)ccc3C)CC2)c1	-0.9%[60.1 µM]	2.7	9.2%	2.0%	-16.6%	-17.1%	2.0%	-4.5%	.
CC(C)N(CCCNC(=O)C1CCN(C(=O)c2cc3sccc3n2C)CC1)Cc1ccccc1	-10.4%	-1.3	18.8%[56.9 µM]	3.3%	-10.3%	-9.2%	-6.9%	-10.3%	-9.4%
COc1ccc(C(=O)Nc2ccc(S(=O)(=O)Nc3cc(C)nc(C)n3)cc2)cc1OC	12.7%	1.6	23.5%	0.7%	0.0%	3.0%	-5.0%	-1.2%	4.5%
Cc1sc2ncnc(N3CCN(S(=O)(=O)c4ccccc4)CC3)c2c1C	-7.3%	0.7	-11.8%	.	.	-14.9%	-8.0%	.	17.2%
CC(c1ccon1)N(C)Cc1cn(Cc2ccccc2)nc1-c1ccc2c(c1)OCO2 (centres undefined)	4.2%	6.4	-17.7%	4.7%	-12.6%	-16.6%	7.9%	9.6%	-2.9%
COc1ccc(CCNC(=O)c2ccccc2NC(=O)C2=C(C)OCCS2)c(OC)c1	-8.0%	-3.6	-21.8%[56.9 µM]	2.5%	-6.4%	-9.2%	-6.2%	8.1%	-12.0%
CCOC(=O)c1ccc(N(CC(=O)NC2CCCC2)C(=O)CNC(=O)c2ccco2)cc1	-9.1%	-3.1	15.8%	0.7%	-3.0%	-18.0%	-13.7%	0.3%	11.5%
COc1ccc(-c2cc3c(=O)n(CC(=O)Nc4cccc(Cl)c4)nc(C)n3n2)cc1	5.7%	-5.7	23.9%	10.1%	-16.2%	-1.0%	-5.2%	-1.7%	3.0%
COC(=O)c1cccc(NC(=O)CSc2nc3cccnc3n2C)c1	-12.6%	-7.2	1.9%	0.0%	5.6%	-13.2%	1.8%	-9.7%	-0.8%
CC(C)CC1(C(=O)O)NC(c2ccccc2O)C2C(=O)N(C(C)C)C(=O)C21 (centres undefined)	-0.7%	-6.3	-5.9%	12.3%	20.1%	-0.3%	-0.8%	2.4%	?
CC[C@@H]1C/C=C\Cc2ccccc2[C@H](C(=O)C[C@H](O)CC(C)=O)OC1=O	11.1%	0.6	-6.5%	.	1.6%	-6.8%	5.5%	.	-2.1%
COc1ccc(CCNC(=O)c2cnn3cccnc23)cc1OC	-7.7%	-2.8	6.1%	1.3%	5.8%	-2.6%	-4.8%	-4.0%	-7.7%
COc1ccc(CC(=O)Nc2cccc(/C(C)=N/NC(=O)C3(C)CC3(Br)Br)c2)cc1 (centres undefined)	-7.7%	-4.9	3.5%	0.2%	4.5%	-2.1%	3.7%	?	29.1%
CCn1nc(C(=O)NNS(=O)(=O)c2ccc(C)cc2)c2ccccc2c1=O	-3.0%	-2.2	11.3%	.	-13.3%	-7.1%	-8.5%	.	24.6%
O=C1CS/C(=C/C(=O)c2cccc(Cl)c2)N1	-41.0%	-1.5	-10.9%	-2.5%	-2.5%	1.3%	4.4%	-20.9%	-1.2%
CCOc1ccc(C(=O)CCC(=O)N2CCN(S(=O)(=O)c3cccc(F)c3)CC2)cc1	0.0%	-2.9	11.7%	.	0.8%	-13.8%	-2.2%	.	-1.7%
Cc1cccnc1NC(=O)CNC(=O)C12CC3CC(CC(C3)C1)C2	-5.7%	-2.5	-11.9%	.	-4.0%	-2.2%	1.5%	.	12.2%
O=C(CN1CCCc2ccccc21)N/N=C/c1c(O)ccc2ccccc12	-10.7%	17.5	-32.6%	-26.8%	?	-22.5%	7.8%	6.8%	-4.3%

Molecules above that have a thiophene ring, fused or not:
SMILES	POLK inh	LDHA inh	RGS4 inh	POLB inh	ALOX12 inh	POLH inh	ERG Ets-DNA blk	Apoferritin bind	APEX1 inh
CC(C)N(CCCNC(=O)C1CCN(C(=O)c2cc3sccc3n2C)CC1)Cc1ccccc1	-10.4%	-1.3	18.8%[56.9 µM]	3.3%	-10.3%	-9.2%	-6.9%	-10.3%	-9.4%
Cc1sc2ncnc(N3CCN(S(=O)(=O)c4ccccc4)CC3)c2c1C	-7.3%	0.7	-11.8%	.	.	-14.9%	-8.0%	.	17.2%

A second format for part of the listing above.
| SMILES | POLK inh | LDHA inh | RGS4 inh | POLB inh | ALOX12 inh | POLH inh | ERG Ets-DNA blk | Apoferritin bind | APEX1 inh |
| --- | --- | --- | --- | --- | --- | --- | --- | --- | --- |
| COc1cccc(C2=NOC(C(=O)N3CCN(c4ccccc4)CC3)C2)c1OC (centres undefined) | -6.8% | -2.1 | -12.7% | 3.6% | ? | -14.2% | -0.8% | -4.1% | -4.5% |
| CCOC(=O)c1ccc(N(CC(=O)NC2CCCC2)C(=O)CNC(=O)c2ccco2)cc1 | -9.1% | -3.1 | 15.8% | 0.7% | -3.0% | -18.0% | -13.7% | 0.3% | 11.5% |

(listing goes on)
SMILES	POLK inh	LDHA inh	RGS4 inh	POLB inh	ALOX12 inh	POLH inh	ERG Ets-DNA blk	Apoferritin bind	APEX1 inh
O=C(c1cc2nc(-c3ccc(F)cc3)cc(C(F)(F)F)n2n1)N1CCOCC1	-2.4%	-4.5	4.9%	0.3%	0.0%	-0.1%	-1.4%	-8.6%	-2.8%
COc1ccccc1CCNC(=O)CN1C(=O)NC2(CCCC2)C1=O	-4.4%	-1.5	-5.6%	.	-21.0%	-14.9%	-14.0%	.	35.5%
C=CCN(C(=O)CCC(=O)Nc1cc(C)on1)C(C(=O)NC1CCCC1)c1ccc(OC)c(OC)c1 (centres undefined)	-19.8%	-2.8	5.8%	-18.9%	2.0%	-16.1%	-7.4%	2.8%	38.0%[activator]
Cc1c(CNCCCc2ccccc2)c(C(=O)O)c(C)n1Cc1ccccc1	-2.5%	-4.7	9.9%	6.1%	-3.6%	-19.1%	-1.6%	-8.5%	-1.0%
C[C@@H]1CCC[C@@]2(O[C@@H](CCO)C[C@H](O)[C@H]2O)O1	1.5%	-2.0	3.9%	.	-9.7%	-7.4%	0.1%	.	.
O=C(CS(=O)(=O)c1c[nH]c2ccccc12)Nc1ccc2c(c1)OCCO2	-6.4%	14.7	-25.2%	-13.4%	-20.2%	-0.7%	-3.5%	-7.3%	-3.1%
Cc1ccc(CN(C(=O)c2ccc(C(C)(C)C)cc2)c2ccccn2)o1	-7.7%	7.2&-5.0	22.4%	20.3%	2.1%&-16.5%	-17.1%	0.0%	-3.8%	.
CC(C)C(=O)Nc1nnc(CSCc2ccccc2F)s1	-6.1%	-1.3	6.0%	-6.4%	-8.1%	-10.2%	-12.8%	-9.5%	-8.7%
c1ccc2c(SCc3cn4ccccc4n3)nncc2c1	-0.7%	-0.2	-19.9%[56.9 µM]	4.7%	-3.4%	-18.4%	24.3%	-4.1%	?
COc1ccc(C(=O)Nc2c(O)ccc3ccccc23)cc1	-2.9%	27.7	?	.	?	-12.9%	6.9%	.	.
Cc1cccc(-n2c(SCC(N)=O)nc3c(c2=O)C2(CCCC2)Cc2ccccc2-3)c1	-15.3%	3.7&2.0	16.1%	0.7%	-0.6%&-10.4%	-27.5%	-2.4%	-7.4%	5.1%
Clc1cccc(OCCN2CCOCC2)c1	-9.6%	-34.2*	31.0%	34.4%	-5.8%	2.8%	-3.9%	?	-4.7%
COc1ccc2c(c1)CCc1c(C(=O)Nc3ccccc3C(F)(F)F)noc1-2	10.7%	11.5	-11.3%	11.2%	-15.9%	-10.9%	0.0%	-8.8%	.
CCCC(=O)Nc1ccc(C(=O)NCCCn2ccnc2)cc1	-17.1%	-5.6	15.3%	17.7%	0.0%	0.4%	-3.8%	-6.6%	-3.2%
CCOc1cc(NC(=S)NCc2ccco2)c(OCC)cc1NC(=O)CC	-1.2%	4.1	-8.7%	5.4%	-7.3%	-20.9%	4.6%	-16.1%	3.2%
CC(CNC(=O)c1ccc2nc(CCc3ccccc3)oc2c1)c1ccccc1 (centres undefined)	-5.9%[60.1 µM]	0.9	18.4%	37.9%	-7.9%	-9.4%	-2.2%	-0.2%	.

A portion of the library, so the mix of outcomes need not match the whole.
